PAFAH1B2 FP inh = inhibitors of human PAFAH1B2; P68402; recombinant PAFAH1B2, FP-rhodamine activity probe, fluorescence polarization; inhibition, % at 3.39 µM; 340,000 compounds, 1.2% hits; AID 492953;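 active = inhibition above the mean of all tested compounds plus 3 SD, cut at about 24% in these data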;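 also: 0% = enzyme with DMSO and 100% = wells lacking PAFAH1B2; many of its hits are not listed in these tables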
Target sequence (P68402 whole entry, looked up): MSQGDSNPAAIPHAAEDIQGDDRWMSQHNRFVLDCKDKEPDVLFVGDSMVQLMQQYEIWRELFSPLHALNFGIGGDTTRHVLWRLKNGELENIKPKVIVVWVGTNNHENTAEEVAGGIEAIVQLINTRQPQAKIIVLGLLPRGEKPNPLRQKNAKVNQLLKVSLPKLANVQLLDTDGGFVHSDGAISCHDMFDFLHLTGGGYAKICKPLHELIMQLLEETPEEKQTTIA
GSTO1 inh = GSTO1 inhibition, counter-screen for RBBP9 inhibitors; 300,000 compounds, 1.1% hits; inhibition, % at 5.96 µM; P78417; AID 1974; recombinant GSTO1, activity-based probe fluorescence polarization;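 active = inhibition above the campaign mean inhibition plus 3 SD, cut at about 35% in these data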;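 also: 0% = GSTO1-1 with DMSO and 100% = wells lacking GSTO1-1 enzyme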
Target sequence (P78417 whole entry, looked up): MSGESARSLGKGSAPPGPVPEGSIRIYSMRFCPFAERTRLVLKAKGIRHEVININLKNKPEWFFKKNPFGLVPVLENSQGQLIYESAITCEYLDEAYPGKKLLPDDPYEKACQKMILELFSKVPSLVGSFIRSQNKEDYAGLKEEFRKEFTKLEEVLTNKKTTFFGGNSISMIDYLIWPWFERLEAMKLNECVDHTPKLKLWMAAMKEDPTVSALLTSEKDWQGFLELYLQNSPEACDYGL
PAFAH2 FP inh = inhibitors of human PAFAH2; AID 492956; Q99487; 340,000 compounds, 0.99% hits; recombinant PAFAH2, FP-rhodamine activity probe, fluorescence polarization; inhibition, % at 3.39 µM;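 active = inhibition above the mean over all tested compounds plus 3 SD, cut at about 30% in these data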;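 also: inhibitors block probe labeling of enzyme so polarization drops; 0% = enzyme with DMSO and 100% = wells lacking PAFAH2 protein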
pPAFAH inh = pPAFAH (human) enzyme inhibition; Q13093; recombinant pPAFAH, FP-rhodamine probe fluorescence polarization; inhibition, % at 3.39 µM; 330,000 compounds, 1.5% hits; AID 463082;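 active = inhibition above the mean inhibition across the screen plus 3 SD, cut at about 25% in these data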;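 also: inhibitors block binding of the rhodamine activity-based probe so polarization drops; 0% = enzyme with DMSO and 100% = wells lacking pPAFAH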
LYPLA1 inh = blocks human lysophospholipase 1, a PME1 counter-screen; AID 2174; 320,000 compounds, 0.16% hits; O75608; inhibition, % at 5.9 µM; recombinant LYPLA1, FP-Rh probe fluorescence polarization;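 active = inhibition above the mean of all tested compounds plus 3 SD, set per campaign, cut at about 14% in these data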;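 also: inhibitors block serine hydrolase probe labeling of LYPLA1 so polarization falls; 0% = enzyme with DMSO and 100% = wells lacking LYPLA1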
Target sequence (O75608 whole entry, looked up): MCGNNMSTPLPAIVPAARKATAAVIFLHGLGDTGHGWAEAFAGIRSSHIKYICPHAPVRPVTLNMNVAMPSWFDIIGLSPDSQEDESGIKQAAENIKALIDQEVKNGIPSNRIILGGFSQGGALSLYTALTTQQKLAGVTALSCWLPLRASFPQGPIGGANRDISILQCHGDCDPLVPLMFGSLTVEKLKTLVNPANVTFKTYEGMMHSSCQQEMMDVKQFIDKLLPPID
PME-1 inh = PME-1 (human) inhibition. Q9Y570. recombinant PME-1, FP-Rh probe fluorescence polarization. inhibition, % at 5.9 µM. 320,000 compounds, 0.53% hits. AID 2130;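 active = inhibition above the campaign mean of all compounds plus 3 SD, cut at about 26% in these data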;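 also: competitive labeling of PME-1 active site by serine hydrolase directed probe; 0% = PME-1 with DMSO and 100% = wells lacking PME-1 enzyme; inhibitors block probe labeling so polarization falls and inhibition rises; many of its hits are not listed in these tables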
LYPLA2 counter = LYPLA2 (human) inhibition in PME1 counter-screen; O95372; recombinant LYPLA2, FP-Rh probe fluorescence polarization; inhibition, % at 5.9 µM; 320,000 compounds, 0.38% hits;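 active = inhibition above the screen-wide mean plus 3 SD, limit set per campaign, cut at about 26% in these data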;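 also: 0% = LYPLA2 with DMSO and 100% = wells lacking LYPLA2 enzyme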
Target sequence (O95372 whole entry, looked up): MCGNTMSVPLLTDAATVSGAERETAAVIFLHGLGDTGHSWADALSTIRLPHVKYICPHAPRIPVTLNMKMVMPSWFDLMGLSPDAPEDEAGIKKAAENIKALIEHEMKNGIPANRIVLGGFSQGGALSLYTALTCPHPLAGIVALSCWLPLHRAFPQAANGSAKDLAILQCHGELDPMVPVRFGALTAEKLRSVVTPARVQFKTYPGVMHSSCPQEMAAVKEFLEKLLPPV
PAD4 inh = blocks human protein arginine deiminase 4; recombinant PAD4, RCA probe fluorescence polarization; inhibition, % at 6.36 µM; 330,000 compounds, 0.41% hits; AID 485272;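 active = percent inhibition above a cutoff equal to the mean of all tested compounds plus 3 SD, cut at about 15% in these data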;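 also: 0% = PAD4 with RCA probe and DMSO and 100% = probe without PAD4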
PAFAH1B3 FP inh = inhibitors of human PAFAH1B3 | Q15102 | inhibition, % at 3.39 µM | recombinant PAFAH1B3, FP-rhodamine probe, fluorescence polarization | 340,000 compounds, 0.28% hits;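 active = inhibition above the screen-wide average of all tested compounds plus 3 SD, cut at about 25% in these data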;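 also: 0% = enzyme with DMSO only and 100% = wells lacking PAFAH1B3 protein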
* hit, by the source's call; x = no result given. Some of the compounds tested; the hit share may differ from the screen's.

SMILES | PAFAH1B2 FP inh | GSTO1 inh | PAFAH2 FP inh | pPAFAH inh | LYPLA1 inh | PME-1 inh | LYPLA2 counter | PAD4 inh | PAFAH1B3 FP inh
O=C1C=C(c2ccc3cc[nH]c3c2)C[C@@H](c2ccc3c(c2)OCO3)C1 | 3 | x | 10 | 18 | -12 | 3 | 0 | 0 | 9
COC(=O)C1=C(C)N(Cc2ccccc2)C(=O)N[C@H]1c1ccc(Br)cc1 | 4 | 5 | -6 | 5 | -2 | 4 | -7 | 1 | -4
CCOc1cc(/C=C2\SC(=N)N(c3nonc3N)C2=O)ccc1OCCN1CCOCC1 | 12 | -13 | 0 | 6 | 6 | -5 | 2 | -8 | 14
CN(c1ccc(C(=O)Nc2cccnc2)cc1)S(C)(=O)=O | 1 | -14 | -3 | 7 | 2 | -4 | 1 | -2 | 9
CC1CCCC(C)N1C(=S)SCC(=O)O (stereo not given) | 19 | 4 | 5 | 3 | 2 | -6 | 3 | 2 | 6
Cc1ccc(NC(=O)COc2coc(CN3CCc4ccccc4C3)cc2=O)c(C)c1 | 9 | 9 | 4 | 25* | -2 | 2 | -3 | 2 | 8
CS(=O)(=O)N(CC(=O)NCCSC1CCCCC1)c1ccccc1 | 10 | 2 | 10 | 2 | 2 | 1 | 10 | -1 | 0
S=c1[nH]nc(COc2ccccc2)n1/N=C/c1cccnc1 | 1 | 3 | 1 | -1 | 2 | -3 | 6 | 0 | 5
COc1ccc(/C=C/C(=O)NC(=S)Nc2ccc(S(N)(=O)=O)cc2)cc1OC | 2 | 3 | -2 | -7 | -7 | -21 | -12 | -2 | -5
CC(=O)c1ccc(NC(=O)c2ccc(N3C(=O)c4cccnc4C3=O)cc2)cc1 | 2 | 1 | 2 | 1 | 0 | 8 | 1 | 1 | 7
Cc1cnc(C(=O)OCC(=O)N2CCc3ccccc3C2)cn1 | 3 | 5 | 2 | 1 | 2 | -17 | 2 | -5 | 5
Cc1nc(SCc2ccccc2)[nH]c(=O)c1CC(=O)OCC(C)C | 17 | -4 | 4 | 5 | 2 | 4 | 7 | -6 | -2
Cc1cc(=O)[nH]c(N2CCCC2)n1 | -2 | 6 | 5 | -1 | 1 | -8 | -1 | -3 | 4
c1ccc(NCC2OCc3ccccc3CO2)cc1 | 0 | 11 | -5 | 1 | -3 | -1 | 2 | 1 | 4
Nc1ccc(-c2sc(N)nc2-c2ccccc2)cc1 | 6 | 2 | 5 | 12 | 3 | 2 | 2 | 1 | 10
C=C(c1ccccc1)c1ccccc1N | 9 | 3 | 4 | 4 | -4 | -6 | -6 | -5 | 13
O=C(CSc1nc2ncc(Cl)cc2[nH]1)c1c[nH]c2ccccc12 | -7 | -19 | -26 | -15 | -26 | -37 | -41 | -9 | -7
CN(CC(=O)Nc1c(Cl)cccc1Cl)CC(=O)N(C)C1(C#N)CCCCC1 | 4 | x | -1 | 0 | x | x | x | -1 | 9
CCOC(=O)C1=C(COC(=O)CCC(=O)c2ccc(C)cc2)NC(=O)NC1C (stereo not given) | 7 | x | 0 | 4 | 0 | 5 | 5 | 0 | 4
CC1CC(C)CN(C(=O)c2cc3ccccc3o2)C1 (stereo not given) | 1 | 4 | -3 | 6 | -1 | -3 | -3 | -3 | 0
C/C(=N/NC(=O)CNC(=O)c1cccs1)c1ccco1 | 1 | -9 | 2 | 1 | 1 | -2 | 4 | 0 | 3
CCOc1ccc2nc(SCC(=O)NC(=O)NCc3ccco3)sc2c1 | -20 | -1 | -5 | 26* | -5 | -6 | -13 | -5 | 6
Cc1ccc2[nH]c(C(=O)O)c(-c3ccccc3)c2c1 | 8 | 6 | -4 | 1 | 2 | -1 | -1 | 5 | 3
Cc1ccc(C)c(/C=C2\N=C(c3ccccc3F)OC2=O)c1 | -2 | -2 | -4 | 4 | -1 | 2 | 0 | -3 | 1
COc1ccc2[nH]c(C)c(CCNC(=S)Nc3cccc(C)c3C)c2c1 | -3 | -3 | -5 | 6 | -1 | 11 | 0 | 4 | -2
CCn1nnnc1-c1ccc(OC)c(S(=O)(=O)Nc2ccc(OC)cc2)c1 | 6 | 3 | -1 | 7 | 0 | 3 | -3 | -2 | 1
N#CCc1c(C#N)c(N)nc(Nc2ccccc2)c1C#N | 3 | 7 | 3 | -3 | -3 | -4 | -9 | -2 | 3
COc1cc(C2c3c(-c4ccccc4O)n[nH]c3C(=O)N2Cc2ccco2)cc(OC)c1OC (stereo not given) | 5 | -9 | 1 | 3 | 1 | 0 | 0 | -5 | 8
CCOC(=O)N1CCN(C(=O)Nc2ccc3oc(C)nc3c2)CC1 | 0 | 12 | 1 | 4 | -1 | -2 | 0 | 14 | 9
CCN1CC2([N+](=O)[O-])C=CC(=O)C([N+](=O)[O-])(C1)C2CC(=O)c1ccccc1 (stereo not given) | 3 | 11 | -1 | 16 | 0 | 1 | 4 | -3 | 6

Random excerpt: 2 records from the list, in no set order.
SMILES | PAFAH1B2 FP inh | GSTO1 inh | PAFAH2 FP inh | pPAFAH inh | LYPLA1 inh | PME-1 inh | LYPLA2 counter | PAD4 inh | PAFAH1B3 FP inh
Cc1ccc(C)c(/C=C2\N=C(c3ccccc3F)OC2=O)c1 | -2 | -2 | -4 | 4 | -1 | 2 | 0 | -3 | 1
O=C(CSc1nc2ncc(Cl)cc2[nH]1)c1c[nH]c2ccccc12 | -7 | -19 | -26 | -15 | -26 | -37 | -41 | -9 | -7

Remaining list, next part.
SMILES | PAFAH1B2 FP inh | GSTO1 inh | PAFAH2 FP inh | pPAFAH inh | LYPLA1 inh | PME-1 inh | LYPLA2 counter | PAD4 inh | PAFAH1B3 FP inh
Cc1nc(-c2ccc(NC(=O)C3CCCCC3)cc2)cs1 | 3 | 22 | -2 | 1 | 5 | -2 | -3 | 3 | -13
O=S(=O)(Nc1ccc(Oc2ncccn2)c(Cl)c1)c1ccc(Cl)cc1 | 12 | -4 | 3 | 6 | 1 | 0 | -4 | 3 | 11
Cc1nc(Cl)sc1C(=O)O | 3 | 3 | -9 | 4 | 0 | 2 | 8 | -2 | 6
Nc1nc(Nc2ccccc2)nc(NCCO)c1[N+](=O)[O-] | -1 | -1 | 4 | 3 | 4 | 1 | 4 | 1 | 7
CCN(C[C@H]1N[C@@](CC)(C(=O)OC)[C@H]2C(=O)N(C)C(=O)[C@@H]12)S(=O)(=O)c1ccc(OC(F)(F)F)cc1 | 4 | x | 10 | -3 | x | x | x | 0 | 4
O=C(NCc1cccnc1)c1ccc(COc2ccc3c(c2)CCC3)o1 | 1 | 0 | 2 | 3 | 0 | 4 | 11 | -1 | 1
Cc1ccc2nc(NC(=O)c3ccc(Cn4cc(Cl)cn4)o3)sc2c1 | 3 | -8 | 5 | 2 | -6 | -7 | -2 | -6 | 3
CCCCC1(CO)C(=O)N(c2ccccc2)N(c2ccccc2)C1=O | 5 | -12 | 0 | 1 | 4 | 2 | -2 | -5 | 1
CNC(=O)c1ccsc1NC(=O)C1CCCN1S(=O)(=O)c1cccs1 (stereo not given) | -3 | 4 | 4 | 1 | 1 | 1 | -4 | -3 | 3
COc1ccc(S(=O)(=O)N2CCC(O)(c3ccc(Cl)cc3)CC2)cc1OC | 1 | 7 | 1 | -1 | -2 | -2 | -6 | -1 | 1
C=CCCCCCCCCc1nc(=S)[nH][nH]1 | 14 | -4 | 2 | 10 | 0 | -6 | -4 | 1 | 8
CCOC(=O)Cc1csc(NC(=O)c2ccc(C)c(S(=O)(=O)N3CCOCC3)c2)n1 | 0 | x | 0 | 4 | -9 | -1 | -1 | -1 | 0
Cc1ccc(N2C(=O)N(CC(=O)Nc3ccc(C)c(C)c3[N+](=O)[O-])C(=O)C2C)cc1 (stereo not given) | -2 | 4 | 3 | -1 | 0 | -4 | -4 | -3 | 4
[N-]=[N+]=NC[C@H](Cc1ccccc1)N1CC[C@@H](NC(=O)OCc2ccccc2)CCC1=O | -2 | 6 | -3 | -2 | -1 | 1 | 0 | 5 | 3
CN(Cc1ccccc1)S(=O)(=O)c1cn(C)cn1 | 5 | -2 | 12 | -1 | 0 | 0 | -3 | 1 | 4
COC(C(=O)NC(C(C)C)C(C)C)c1ccccc1 (stereo not given) | 9 | 0 | 3 | -1 | -2 | 4 | 0 | -3 | 10
NS(=O)(=O)c1ccc(NC(=O)CSc2nc3c(c(=O)[nH]2)CCCC3)cc1 | 7 | 4 | 5 | 3 | 3 | -4 | -1 | 1 | -3
Cc1nc(Cl)c2oc3ccccc3c2n1 | 8 | 16 | 2 | 2 | 1 | -7 | 5 | 15* | 11
CC(C)C(=O)Nc1ccnc(-c2cccnc2)n1 | 4 | 5 | -8 | -9 | -1 | -10 | -6 | -7 | 1
CCCn1c(CN2CCN(C(C)=O)CC2)nc2cc(S(=O)(=O)N(C)C)ccc21 | 0 | -2 | 3 | -5 | -6 | -3 | -10 | -2 | 3
Cc1cc(C(=O)NNC(=O)NC(C)C)no1 | -1 | -10 | -3 | 6 | 1 | -2 | -1 | 0 | 1
CC(=O)Nc1ccc(OCc2cccc([N+](=O)[O-])c2)cc1 | -1 | 2 | 5 | 5 | 2 | -2 | 3 | -4 | 6
CCOC(=O)COc1ccsc1C(=O)OC | 1 | 5 | 2 | 5 | 1 | -10 | 2 | 0 | 4
Clc1ccc(-c2ncc3ccccn23)c(Cl)c1 | 2 | 0 | 3 | 1 | -1 | 0 | 3 | 0 | 3
O=C(NCCc1csc(-c2cccnc2)n1)c1cccc(Cl)c1 | 3 | -8 | 2 | -5 | 4 | 4 | 6 | -2 | 12
O=S(=O)(Nc1ccc(Cl)cn1)c1ccc(F)cc1 | 4 | 5 | 4 | -4 | 0 | 2 | -2 | 1 | -2
CC1(C)CC(=O)C/C(=N/NC(=O)COc2ccc(Cl)cc2Cl)C1 | -2 | 4 | 40* | 11 | -1 | -4 | 7 | 6 | 11
Cc1nc2scc(C)n2c(=O)c1S(=O)(=O)Nc1ccc(OC(F)(F)F)cc1 | 10 | 1 | 4 | 4 | 2 | 0 | 2 | 7 | 15

Another view of some results above.
Results follow in this order: PAFAH1B2 FP inh	GSTO1 inh	PAFAH2 FP inh	pPAFAH inh	LYPLA1 inh	PME-1 inh	LYPLA2 counter	PAD4 inh	PAFAH1B3 FP inh
- NS(=O)(=O)c1ccc(NC(=O)CSc2nc3c(c(=O)[nH]2)CCCC3)cc1
    7	4	5	3	3	-4	-1	1	-3
- Cc1nc(Cl)c2oc3ccccc3c2n1
    8	16	2	2	1	-7	5	15*	11
- CC(C)C(=O)Nc1ccnc(-c2cccnc2)n1
    4	5	-8	-9	-1	-10	-6	-7	1
- CCCn1c(CN2CCN(C(C)=O)CC2)nc2cc(S(=O)(=O)N(C)C)ccc21
    0	-2	3	-5	-6	-3	-10	-2	3
- Cc1cc(C(=O)NNC(=O)NC(C)C)no1
    -1	-10	-3	6	1	-2	-1	0	1
- CC(=O)Nc1ccc(OCc2cccc([N+](=O)[O-])c2)cc1
    -1	2	5	5	2	-2	3	-4	6
- CCOC(=O)COc1ccsc1C(=O)OC
    1	5	2	5	1	-10	2	0	4
- Clc1ccc(-c2ncc3ccccn23)c(Cl)c1
    2	0	3	1	-1	0	3	0	3
- O=C(NCCc1csc(-c2cccnc2)n1)c1cccc(Cl)c1
    3	-8	2	-5	4	4	6	-2	12

Bioassay records from PubChem BioAssay.
